# tim23-1 inh – inhibits growth of tim23-1 mutant yeast. S. cerevisiae tim23-1 growth, BacTiter-Glo luminescence, 24 h. inhibition, % at 20 µM. 330,000 compounds, 1.3% hits;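 active means growth inhibition of the mutant yeast at or above 50%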;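 further: temperature-sensitive mutant grown at 25 °C; plate controls were DMSO-treated mutant yeast for no effect and medium wells lacking yeast for full effect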
# UPR XBP1 act – activators of adaptive arm of unfolded protein response (XBP1). 330,000 compounds, 0.33% hits. AID 463104. activation, % at 20 µM. CHO-XBP1 luciferase reporter, IRE1-XBP1 UPR activation, luminescence; percent of tunicamycin response, DMSO as zero;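 active means versus positive control, 20 µM dose yields 30% or more activation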;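 further: 100% = tunicamycin at 10 µg/mL and 0% = DMSO only wells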
#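 Material: CHO cell line with stable XBP1 luciferase reporter; schedule: 16-18 h cell attachment at 37 °C, then 6 h compound exposure; signal: glow luminescence from Steady-Glo reagent; medium: serum-containing F12 medium, 10% FBS; benchmarks: tunicamycin 10 µg/mL and vehicle-only wells; read-out: percent activation relative to tunicamycin reference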
# CXCR6 block – CXCR6 (human) receptor inhibition | O00574 | CHO-K1 PathHunter CXCR6 beta-arrestin, luminescence | inhibition, % at 20 µM | 360,000 compounds, 0.36% hits | AID 602244; in the data active means inhibition above about 34%, passing the limit was not always enough;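 further: antagonist mode with CXCL16 agonist at 10 nM final; 0% = 10 nM CXCL16 with DMSO and 100% = unstimulated wells without agonist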
# Target sequence (O00574 whole entry, looked up): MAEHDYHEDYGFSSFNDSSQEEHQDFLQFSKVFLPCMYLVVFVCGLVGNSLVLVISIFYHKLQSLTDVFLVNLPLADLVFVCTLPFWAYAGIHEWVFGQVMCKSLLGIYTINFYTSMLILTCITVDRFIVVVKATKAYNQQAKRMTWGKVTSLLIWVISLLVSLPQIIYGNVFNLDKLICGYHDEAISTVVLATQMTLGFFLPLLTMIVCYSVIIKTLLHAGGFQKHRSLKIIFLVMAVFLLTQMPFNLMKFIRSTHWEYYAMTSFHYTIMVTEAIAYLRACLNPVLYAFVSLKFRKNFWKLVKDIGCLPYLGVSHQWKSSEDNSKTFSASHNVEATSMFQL
# CHOP UPR activ – activators of apoptotic arm of unfolded protein response (CHOP); CHO-CHOP luciferase reporter, UPR activation, luminescence; percent of tunicamycin response over DMSO baseline; activation, % at 10 µM; 330,000 compounds, 0.34% hits; AID 449763;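 active means at 10 µM dose, activation of 40% or more, normalized to positive control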;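 further: 100% = tunicamycin at 10 µg/mL and 0% = DMSO alone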
#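 Test system: CHO-CHOP cells, stable luciferase reporter of PERK-eIF2a-CHOP signalling | Quantity: 500 CHO-CHOP cells per well | Buffer or medium: F12 plus 10% serum | Compound dosing: 10 µM single point, 0.5% DMSO | Schedule: 6 h compound treatment, 37 °C | Signal: Luciferase luminescence | Control set: Tunicamycin high control, DMSO low control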
# APJ antagonist – blocks the human apelin receptor APJ; inhibition, % at 20 µM; CHO-K1 APJ beta-arrestin complementation, luminescence; 330,000 compounds, 0.32% hits; P35414;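 active means inhibition above about 40% at 20 µM, limit read from the data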;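 further: cells challenged with 10 nM apelin-13 agonist together with compound; plate controls were apelin-13 plus DMSO wells for no effect and DMSO wells lacking apelin-13 for full effect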
# Mdm2 MdmX PPI – disrupts the human Mdm2-MdmX interaction | O15151+Q00987 | SaOS-2 split-luciferase Mdm2/MdmX complementation, luminescence | inhibition, % at 8 µM | 330,000 compounds, 3% hits;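 active means inhibition of at least 50% at 8 µM in the primary screen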
# CCR6 antagonist – CCR6 (human) receptor antagonism; CHO-K1 CCR6 PathHunter beta-arrestin, luminescence, CCL20-stimulated; inhibition, % at 20 µM; 340,000 compounds, 0.49% hits;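 active means compounds whose inhibition of the agonist-driven luminescence signal at 20 µM reaches about 50%, limit read from the data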;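 further: cells stimulated with CCL20 at 14 nM final; plate controls were DMSO with CCL20 for no effect and DMSO without agonist for full effect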
# Target sequence (P51684 whole entry, looked up): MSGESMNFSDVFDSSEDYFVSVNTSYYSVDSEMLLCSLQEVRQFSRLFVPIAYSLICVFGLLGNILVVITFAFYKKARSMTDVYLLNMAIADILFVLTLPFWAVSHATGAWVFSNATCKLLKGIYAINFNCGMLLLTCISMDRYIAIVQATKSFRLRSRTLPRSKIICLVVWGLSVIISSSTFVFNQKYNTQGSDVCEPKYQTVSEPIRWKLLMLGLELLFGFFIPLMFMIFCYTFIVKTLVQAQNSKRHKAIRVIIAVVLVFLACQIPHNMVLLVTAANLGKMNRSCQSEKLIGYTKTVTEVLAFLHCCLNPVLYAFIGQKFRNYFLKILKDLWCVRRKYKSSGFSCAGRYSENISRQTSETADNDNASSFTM
# EBI2 block – blocks human EBI2 receptor beta-arrestin signaling; inhibition, % at 5 µM; 360,000 compounds, 0.81% hits; P32249; EBI2 beta-arrestin recruitment, luminescence, 7a,25-OHC stimulated; in the data active means inhibition above about 38%;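 further: enzyme fragment complementation signal reports receptor beta-arrestin coupling in cells; 0% = agonist plus DMSO wells and 100% = wells without agonist; some results beyond the cut were filed as inactive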
# APJ agonist – activates the human apelin receptor APJ | CHO-K1 APJ PathHunter beta-arrestin, luminescence; 0% DMSO wells, 100% apelin | activation, % at 20 µM | 330,000 compounds, 0.11% hits;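 active means activation more than six SD over the plate average, tested at 20 µM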;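 further: 0% = DMSO alone and 100% = apelin-13 at 10 nM; some results filed as inactive read as strong as hits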
#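 system = engineered CHO-K1 APJ arrestin reporter cells | input = 1000 cells per well | timing = overnight seeding, 90 min compound at 25 °C, 1 h detection | measured by = enzyme-fragment complementation luminescence | read-out = beta-arrestin recruitment to APJ as agonist activity, luminescent signal | control set = negative DMSO alone, positive Apelin-13 at 10 nM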
# Starred values were filed as active, the others as inactive; . = not tested or not shown.
# The first 2 compounds (preview)
SMILES,tim23-1 inh,UPR XBP1 act,CXCR6 block,CHOP UPR activ,APJ antagonist,Mdm2 MdmX PPI,CCR6 antagonist,EBI2 block,APJ agonist
CC(=O)c1cccc(S(=O)(=O)Nc2ccc3nc(C)sc3c2)c1,3,-1,6,-1.6,-1,17,1,-10,-3
O=C(Cn1nc(-c2ccc3c(c2)OCCO3)ccc1=O)Nc1ccc(N2CCOCC2)cc1,25,-2,.,-0.8,4,-5,.,.,-2

# Main list (from the top)
SMILES,tim23-1 inh,UPR XBP1 act,CXCR6 block,CHOP UPR activ,APJ antagonist,Mdm2 MdmX PPI,CCR6 antagonist,EBI2 block,APJ agonist
CC(=O)c1cccc(S(=O)(=O)Nc2ccc3nc(C)sc3c2)c1,3,-1,6,-1.6,-1,17,1,-10,-3
O=C(Cn1nc(-c2ccc3c(c2)OCCO3)ccc1=O)Nc1ccc(N2CCOCC2)cc1,25,-2,.,-0.8,4,-5,.,.,-2
O=C(Oc1cccc(-n2cnnn2)c1)C1CCCCC1,17,-1,-8,-0.2,7,2,-7,-4,-1
Cc1cccc(-n2c(O)c(C=Nc3ccccc3N)c(=O)[nH]c2=O)c1,9,5,108*,2.4,55*,-6,88*,95*,-10
Cn1nc(C(=O)Nc2cccc(S(=O)(=O)N3CCOCC3)c2)c2ccccc2c1=O,20,-2,-7,2.6,-5,28,5,-10,-1
Cn1c(CNC(=O)CCNC(=O)c2ccccc2)cc(=O)n(C)c1=O,3,-3,7,-3.5,11,-20,8,-3,-1
CC(C)NC(=O)CSc1nc(Cc2cccs2)nc2ccccc12,25,0,4,-1.7,14,2,0,-10,-8
CCS(=O)(=O)c1ncc(Cl)c(C(=O)Nc2ccc(C)cc2)n1,46,-10,12,12,38,87*,36,53*,-5
Cc1cc(C)nc(SCCn2c(N3CC(C)OC(C)C3)nc3c2c(=O)n(C)c(=O)n3C)n1 (stereo unspecified),15,0,-2,-0.5,13,6,2,1,-1
N#Cc1cnn(-c2nc(SCc3ccccc3)nc3sc4c(c23)CCCC4)c1N,1,3,6,-0.1,23,24,11,12,-1
O=C1CCCc2nc3c(cc21)C(O)Oc1ccccc1-3 (stereo unspecified),17,2,7,0.3,0,-3,-3,0,3
O=c1c2[nH]c3ccc(F)cc3c2ncn1CCN1CCN(Cc2ccccc2)CC1,24,-2,3,-2.6,14,26,5,2,-4

# Given with bars between the fields: part of the list above.
structure | tim23-1 inh | UPR XBP1 act | CXCR6 block | CHOP UPR activ | APJ antagonist | Mdm2 MdmX PPI | CCR6 antagonist | EBI2 block | APJ agonist
CC(=O)c1cccc(S(=O)(=O)Nc2ccc3nc(C)sc3c2)c1 | 3 | -1 | 6 | -1.6 | -1 | 17 | 1 | -10 | -3
O=C(Cn1nc(-c2ccc3c(c2)OCCO3)ccc1=O)Nc1ccc(N2CCOCC2)cc1 | 25 | -2 | . | -0.8 | 4 | -5 | . | . | -2
O=C(Oc1cccc(-n2cnnn2)c1)C1CCCCC1 | 17 | -1 | -8 | -0.2 | 7 | 2 | -7 | -4 | -1
Cc1cccc(-n2c(O)c(C=Nc3ccccc3N)c(=O)[nH]c2=O)c1 | 9 | 5 | 108* | 2.4 | 55* | -6 | 88* | 95* | -10
Cn1nc(C(=O)Nc2cccc(S(=O)(=O)N3CCOCC3)c2)c2ccccc2c1=O | 20 | -2 | -7 | 2.6 | -5 | 28 | 5 | -10 | -1
Cn1c(CNC(=O)CCNC(=O)c2ccccc2)cc(=O)n(C)c1=O | 3 | -3 | 7 | -3.5 | 11 | -20 | 8 | -3 | -1
CC(C)NC(=O)CSc1nc(Cc2cccs2)nc2ccccc12 | 25 | 0 | 4 | -1.7 | 14 | 2 | 0 | -10 | -8
CCS(=O)(=O)c1ncc(Cl)c(C(=O)Nc2ccc(C)cc2)n1 | 46 | -10 | 12 | 12 | 38 | 87* | 36 | 53* | -5
Cc1cc(C)nc(SCCn2c(N3CC(C)OC(C)C3)nc3c2c(=O)n(C)c(=O)n3C)n1 (stereo unspecified) | 15 | 0 | -2 | -0.5 | 13 | 6 | 2 | 1 | -1
N#Cc1cnn(-c2nc(SCc3ccccc3)nc3sc4c(c23)CCCC4)c1N | 1 | 3 | 6 | -0.1 | 23 | 24 | 11 | 12 | -1
O=C1CCCc2nc3c(cc21)C(O)Oc1ccccc1-3 (stereo unspecified) | 17 | 2 | 7 | 0.3 | 0 | -3 | -3 | 0 | 3
O=c1c2[nH]c3ccc(F)cc3c2ncn1CCN1CCN(Cc2ccccc2)CC1 | 24 | -2 | 3 | -2.6 | 14 | 26 | 5 | 2 | -4

# Next part
SMILES,tim23-1 inh,UPR XBP1 act,CXCR6 block,CHOP UPR activ,APJ antagonist,Mdm2 MdmX PPI,CCR6 antagonist,EBI2 block,APJ agonist
CN(C)C1=NC[C@H](Cc2ccccc2)N1CC1CCC(C(C)(C)C)CC1 (stereo partly specified),2,2,-12,-2.1,6,37,-12,-15,-6
Clc1ccc(OCc2cnc(Cl)s2)cc1,11,4,2,-0.8,-1,7,7,-4,1
C=C(C)Cn1c(SCC(=O)N/N=C/c2ccccc2OCC(=O)O)nnc1-c1ccc(Br)cc1,14,-2,-2,-0.6,3,4,7,-5,-5
CCn1c(CNC(=O)c2cccc(C)c2)nc2ccccc21,-4,-1,5,-0.2,5,7,9,-3,3
Cc1ccc2sc(C)[n+](CCC(C)S(=O)(=O)[O-])c2c1 (stereo unspecified),13,0,1,-0.6,-34,3,5,-12,-1
Cc1[nH]c2ccc(OC(F)(F)F)cc2c1CCN1C(=O)c2ccc(C(=O)O)cc2C1=O,2,3,7,0.3,-7,10,15,3,-4
O=C(Nc1ncc(Cc2cccc(Cl)c2Cl)s1)C1CCCO1 (stereo unspecified),30,3,-8,3.4,-21,-72,5,3,-4
COc1ccc2ccccc2c1CN1CCSCC1,-13,-2,-3,0.6,-5,5,-3,6,-1
COc1ccc(-c2cc(C(F)F)n3ncc(C(=O)N4CCCc5ccccc54)c3n2)cc1,2,13,7,0.4,6,17,14,37,-4
Cc1ccccc1NCC(=O)N=Nc1c(O)[nH]c2ccc([N+](=O)[O-])cc12,0,9,16,0.9,20,4,27,14,-6
COc1ccccc1NC(=O)CN(c1ccccc1OC)S(=O)(=O)c1ccccc1,27,-2,10,2.1,16,-19,25,17,-1
Cc1cccc(C)c1NC(=O)CNC(=O)c1cccc(S(=O)(=O)NCc2cccs2)c1,27,0,-11,-1.3,-13,-4,11,-13,-2
CCOC(=O)[C@H]1[C@H]2COc3cc(OC)ccc3[C@@H]2N2C(=O)c3cc(OC)ccc3NC(=O)[C@@]12C,25,0,-9,-1.7,-6,-4,6,-4,6
CN(C)S(=O)(=O)c1ccc2c(c1)nc(CCC(=O)NCc1ccc(Cl)cc1)n2C,16,-1,-4,-0.6,-5,-11,18,4,1
NN=C(c1ccccc1)c1ccccc1,2,-2,7,0.0,14,18,2,2,-4
CCc1[nH]nc2c1C(c1ccncc1)C(C#N)=C(N)O2 (stereo unspecified),-4,2,7,0.6,17,-24,-7,-5,-1
CCC1Oc2ccc(C)cc2N(CC(=O)N(Cc2cccnc2)Cc2ccc(C)o2)C1=O (stereo unspecified),24,-2,1,-2.1,4,-18,2,-1,-3
COc1cc(/C=N/NC(=O)/C(=C/c2ccccc2)CCO)ccc1O,7,-4,2,1.1,1,12,2,-9,0
O=c1[nH]nc(-c2cccs2)c2ccccc12,20,7,-2,-1.5,13,19,16,-8,-4
CCOc1cccc(-c2c(C(=O)N/N=C/c3ccc(C)o3)nnn2-c2nonc2N)c1,14,-3,-1,-0.4,3,11,13,12,1
O=[N+]([O-])c1ccc(C(O)CN2CCN(c3ccccc3)CC2)cc1 (stereo unspecified),17,-2,-4,1.0,0,-16,5,0,-1
CCOC(=O)C(CC(=O)c1ccccc1)CC(=O)c1ccccc1,16,1,-3,11,-1,-35,16,-11,0
CC(=O)Cc1nnn(-c2cc(C)on2)n1,6,-3,.,-0.8,9,10,.,.,1
CC(=O)c1ccc(NC(=O)C(C)NCc2ccc(Cl)cc2)cc1 (stereo unspecified),17,0,-2,0.6,1,-17,2,19,-3
CN(CC(=O)Nc1ccc(F)cc1)C(=O)CN1C(=O)NC2(CCCc3ccccc32)C1=O (stereo unspecified),-4,1,-2,-0.1,24,-3,9,-7,-1
Cc1cc(-c2ccccc2)nc(=O)[nH]1,5,-1,-5,0.2,-3,15,-11,-5,3
CCOC(=O)C1(Cc2ccccc2)CCN(C2Cc3ccccc3C2)CC1,10,1,-1,-3.0,17,6,14,21,-3
C/C(=N\NC(=O)COc1c(C)cccc1C)c1cccs1,5,4,3,2.2,12,22,1,5,2
COc1cccc(CNS(=O)(=O)c2ccc(-n3cnnn3)c(C)c2)c1,7,-7,-4,4.6,-12,-7,-1,1,0
CCCCCCn1c(SCC(=O)OC)nc2c1c(=O)[nH]c(=O)n2C,24,-2,2,1.6,-3,-14,19,0,-4
COc1cccc(Sc2ccccc2CN(C)C)c1,-8,-3,3,2.0,0,15,5,1,-3
Cc1ccc(S(=O)(=O)N2CCN(C(=O)C3=COCCO3)CC2)cc1C,10,1,-14,-3.3,2,0,-20,-2,-1
O=Cc1cn(CC(=O)N2CCCCC2)c2ccccc12,8,-1,-2,-0.8,2,-6,17,7,1
Cc1cccc(CCNS(=O)(=O)c2ccc3c(c2)CCN3C(=O)CCC(=O)O)c1,2,-3,2,0.1,-5,6,-3,-9,-2
Cc1nn(-c2ccccc2)c(C)c1C(=O)NCCc1ccc(Cl)cc1,32,-2,3,1.3,10,3,5,16,-5

# Screening data (PubChem BioAssay)

# Only part of the results is shown; rates above refer to the full screens.
